# HUVEC prolif 384 = human endothelial cell proliferation inhibition; HUVEC proliferation, CellTiter-Glo luminescence, 72 h; hits give low values; viability, % at 10 µM (by protocol); 1.1% of 86,000 active;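 active = viability at or below 30%; inactive = viability above 30%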;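 also: 100% = median luminescence of DMSO-only cell control wells on each plate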
# Smad3 FoxH1 inh = Smad3 (human) transcription factor binding inhibition | 0.29% of 88,000 active | inhibition, % at 25 µM | TR-FRET Smad3/Dy647-FoxH1 peptide binding, europium anti-His | P84022;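 active = compounds that reduce the energy-transfer binding signal between the protein and its labelled peptide by more than half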;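 also: 0% = Smad3 plus labelled peptide maximal FRET and 100% = peptide-only background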
# IL1B cytotox = toxic to HUVEC cells under IL-1B stimulation; HUVEC cell count loss, Hoechst imaging, IL-1B stimulated; cell count reduction, % at 2 µM; 0.41% of 94,000 active; AID 845;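 active = cell count reduction more than 3 SD above the screen-wide mean, cut at about 70% in these data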;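 also: normalized per plate to untreated control cells as the no-loss baseline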
# F-actin modifier = cytoskeleton assembly modification | AID 836 | inhibition, % at 2 µM | HUVEC TNFa F-actin phalloidin imaging, high content | 0.18% of 91,000 active;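 active = inhibition above the batch mean plus 3 SD and confirmed as a hit by visual image inspection, cut at about 30% in these data, passing the limit was not always enough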; also: strong numbers were not always called active
# H69AR inhibit = blocks growth of human H69AR lung tumor cells. H69AR lung tumor viability, ATP luminescence, 72 h; hits give low values. viability, % at 10 µM. 6% of 85,000 active;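 active = viability at or below 40%; inactive = viability above 40%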;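 also: multidrug resistant small cell line overexpressing MRP-1 efflux transporter; 100% = mean luminescence of untreated control wells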
# Lung fibro prol = blocks proliferation of human lung fibroblasts; LL 47 human lung fibroblast viability, ATP luminescence; hits give low values; viability, % at 10 µM; 1.1% of 85,000 active;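 active = viability at or below 50% in the single dose screen; inactive = viability above 50%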;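 also: compound exposure lasted 72 h before the ATP readout; 100% = median luminescence of untreated cell-only wells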
#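 material = human LL 47 lung fibroblast cells | dosing = compounds added from tenfold dosing solution, 0.1% DMSO final | timing = overnight cell rest, 72 h compound treatment at 37 °C | measured by = CellTiter-Glo luminescence measuring cellular ATP | evaluation = % viability versus median cells-only luminescence | control set = cell-only wells, no compound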
# VCAM1 TNFa inh = reduces TNF alpha induced VCAM1 expression in HUVEC; HUVEC TNFa-induced VCAM-1 immunofluorescence, high-content imaging; inhibition, % at 2 µM; AID 802; 0.48% of 95,000 active;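 active = inhibition above the batch mean plus 3 SD, with images confirmed as a hit by eye, cut at about 37% in these data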;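 also: 0% = TNF-stimulated DMSO wells and 100% = unstimulated control wells; not every result past the cut was called active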
# HUVEC tox TNFa = HUVEC cytotoxicity counter-screen, TNF alpha stimulated; HUVEC TNFalpha-stimulated, Hoechst cell count, imaging; 0.17% of 93,000 active; cell count reduction, % at 2 µM; AID 848;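 active = cell count reduction exceeding the screen mean by over 5 SD, scaled to untreated wells per plate, cut at about 78% in these data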;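 also: cells counted after 24 h of TNF alpha exposure following the 1 h pretreatment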
# PTK2B oligo ant = antagonists of human Pyk2 oligomerization | Q14289 | Q293 cells, Pyk2 FERM NanoBiT luminescence; hits give low values | z-score (the deposit names both 25 µM and 10 µM) | 0.83% of 99,000 active | AID 1347419;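 active = Z-score of -3 or lower, scaled per plate to the spread of control and sample wells; inactive = z-score above -3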;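 also: negative z-score means lost luminescence so less FERM oligomerization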
# Target sequence (Q14289 whole entry, looked up): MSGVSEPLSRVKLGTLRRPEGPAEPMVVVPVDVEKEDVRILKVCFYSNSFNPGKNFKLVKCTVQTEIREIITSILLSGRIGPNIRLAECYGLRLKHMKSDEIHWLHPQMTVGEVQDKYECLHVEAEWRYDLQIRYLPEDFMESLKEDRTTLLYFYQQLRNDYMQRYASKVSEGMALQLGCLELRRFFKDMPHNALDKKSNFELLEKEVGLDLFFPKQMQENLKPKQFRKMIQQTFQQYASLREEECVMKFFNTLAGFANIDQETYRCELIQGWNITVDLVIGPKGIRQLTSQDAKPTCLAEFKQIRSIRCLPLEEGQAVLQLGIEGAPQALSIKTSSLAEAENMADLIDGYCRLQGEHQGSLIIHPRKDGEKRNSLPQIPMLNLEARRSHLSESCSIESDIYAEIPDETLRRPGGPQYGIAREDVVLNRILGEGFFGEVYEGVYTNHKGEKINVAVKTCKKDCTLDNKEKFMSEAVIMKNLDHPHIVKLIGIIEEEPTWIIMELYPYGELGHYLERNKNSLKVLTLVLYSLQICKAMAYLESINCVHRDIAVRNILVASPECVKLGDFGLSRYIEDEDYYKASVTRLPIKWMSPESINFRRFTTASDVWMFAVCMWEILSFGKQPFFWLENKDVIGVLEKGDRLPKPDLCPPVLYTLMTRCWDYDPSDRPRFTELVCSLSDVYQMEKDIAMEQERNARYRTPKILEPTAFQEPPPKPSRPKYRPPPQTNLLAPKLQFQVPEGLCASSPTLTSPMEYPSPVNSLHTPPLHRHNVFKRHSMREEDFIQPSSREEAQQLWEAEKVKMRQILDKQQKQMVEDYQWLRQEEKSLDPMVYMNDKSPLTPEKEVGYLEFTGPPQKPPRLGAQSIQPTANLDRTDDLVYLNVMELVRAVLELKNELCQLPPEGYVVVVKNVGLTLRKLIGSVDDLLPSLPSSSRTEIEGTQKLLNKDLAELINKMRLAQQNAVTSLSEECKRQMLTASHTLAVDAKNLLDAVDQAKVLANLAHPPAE
# * = called active by the depositor; · = not tested or not shown; [ ] = dose if it differs, or a comment.
SMILES,HUVEC prolif 384,Smad3 FoxH1 inh,IL1B cytotox,F-actin modifier,H69AR inhibit,Lung fibro prol,VCAM1 TNFa inh,HUVEC tox TNFa,PTK2B oligo ant
N#C/C(C(=O)c1ccccc1)=C1/CCCCCN1,101,-12,-30,3,104,102,-9,0,-0.13
CCOC(=O)c1ccc(NC=C2C(=O)OC3(CCCCC3)OC2=O)cc1,96,-3,-1,-17,88,96,9,-14,-0.33
CCOC(=O)Cc1nnn(CC(=O)OCC)n1,·,·,0,3,·,·,6,-29,0.27
CCCOc1ccc(OCCOCCN2CCc3ccccc3C2)cc1,·,·,-14,-7,·,·,19,-9,-0.17
CCCCOCCCNC(=O)C1CCCCC1,96,3,10,16,98,94,-3,3,1.4
CCOC(=O)c1ccc(-n2c(=O)[nH]c3ccccc3c2=O)cc1,112,-8,41,6,97,100,19,-25,0
Cc1cc(C)c(C#N)c(Oc2ccc(F)cc2)n1,102,-8,-37,-16,97,110,10,-3,-0.49
CC(=O)Oc1ccc(NC(=O)C2CCCCC2)c(C(=O)O)c1,95,5,-10,-1,81,112,-1,·,-0.81
Cn1c2c(c(=O)n(C)c1=O)C(C(F)(F)F)(C(F)(F)F)N=C(c1ccc(Cl)cc1)N2,·,·,-13,-6,·,·,-43,·,-3.3*
Cc1cc2c(c(=O)n1CC1CCCO1)C(c1ccco1)C(C#N)=C(N)O2 (stereo not drawn),93,6,-37,2,79,93,8,-17,0.05
CC(=O)/C=C\c1cn(-c2ncc(C(F)(F)F)cc2Cl)c2ccccc12,·,·,4,36,·,·,11,-24,-0.55
CCOc1ccc(C(CC(=O)O)NC(=O)C23CC4CC(CC(C4)C2)C3)cc1 (stereo not drawn),99,·,·,·,92,96,·,·,1.1
CC(C(=O)N1CCc2ccccc21)N1CCc2ccccc2C1 (stereo not drawn),·,·,8,-1,·,·,0,-2,0.15
Cc1ccc(S(=O)(=O)CCC(=O)N2CCN(c3ccc(Cl)cc3)CC2)cc1,118,-2,·,-37,78,100,14,-6,2.9
CN(C(=O)C1CCOC1)c1nnc(-c2ccncc2)s1 (stereo not drawn),103,3,-26,5,113,94,6,-16,0.92
N#Cc1cn(CC(=O)NCC2CCCO2)c2ccccc12 (stereo not drawn),82,4,1,-7,92,93,-5,3,0.55
Cc1cc2cc(CNC(=O)c3cc4ccccc4o3)ccc2n1C,·,·,0,2,·,·,-4,0,·
Cc1ccc(C(=O)CCNc2ccccc2)o1,79,9,3,-8,68,100,-1,-5,0.34
COc1cc(C2N(c3ccc(Cl)c(Cl)c3)C(=O)C3CCCN32)cc(OC)c1OC (stereo not drawn),76,-4,-9,0,87,97,24,-4,-0.43
Cc1nn(-c2ccccc2)c(CC(C)(C)C(=O)O)c1C(=O)O,·,·,16,-17,·,·,9,0,0.16
CCCCCOC(=O)C1=C(C)Nc2ncnn2C1c1cccs1 (stereo not drawn),89,23,-5,·,83,98,3,0,-2.8
Cc1ccccc1NC(=O)N1C2CCC1CC(O)(c1cccnc1)C2 (stereo not drawn),99,2,-1,-7,99,97,11,2,1.1
COc1cc2c(C(=O)N3CCCc4ccccc43)cn(C)c(=O)c2cc1OC,98,-3,·,·,75,105,·,·,-0.19
C/C(=N\NC(=O)c1ccc(Cl)cc1)c1ccc(Br)s1,·,·,8,-2,·,·,16,-5,-0.11
CCOC(=O)c1c(NC(=O)CCC(=O)NCc2ccco2)sc2c1CCCC2,90,-11,5,40,79,89,-5,-15,-0.6
# (more compounds)
SMILES,HUVEC prolif 384,Smad3 FoxH1 inh,IL1B cytotox,F-actin modifier,H69AR inhibit,Lung fibro prol,VCAM1 TNFa inh,HUVEC tox TNFa,PTK2B oligo ant
O=S(=O)(/N=C(/Nc1ccc(F)cc1F)c1ccc(Cl)cc1)c1ccccc1,·,·,-37,-6,·,·,0,13,0.77
COc1ccc(S(=O)(=O)N(CC(=O)NCc2ccco2)C2CCCCC2)cc1OC,108,-9,·,·,91,106,·,·,-0.68
OCCN1CCN(c2ncnc3c2sc2nc(N4CCOCC4)c4c(c23)CCC4)CC1,80,11,·,·,98,87,·,·,-1.4
CCCCCCC(=O)Nc1nc(C)c(-c2csc(Nc3ccc(Cl)cc3)n2)s1,·,·,-1,25,·,·,13,-28,·
O=C(CCN1CCN(CCC(=O)c2ccccc2)CC1)c1ccccc1,96,1,·,·,1.2*,93,·,·,·
CCOC(=O)Cn1c(=O)oc2cc(S(=O)(=O)Nc3c(C)cc(C)cc3C)ccc21,76,7,-22,-4,70,81,10,6,·
COc1ccc(N(Cc2cc3ccc(C)cc3[nH]c2=O)C(=O)c2ccco2)cc1,89,20,-7,-19,72,94,34,34,-0.59
Cc1ncc([N+](=O)[O-])n1CC(C)O (stereo not drawn),96,32[fluorescence artefact?],2,-16,106,102,8,-15,·
O=C(CCC(=O)Nc1ccccc1)NNC(=O)c1ccco1,·,·,-31,-8,·,·,9,-6,0.08
CCCCNC(=O)c1onc(CSc2ccc(F)cc2)c1C(=O)O,·,·,-1,12,·,·,-6,-17,·
Cc1nc2cc(-c3ccc(F)cc3)nn2c(N2CCOCC2)c1C,99,12,·,·,61,92,·,·,·
CN(C)S(=O)(=O)Nc1ccccc1C(N)=O,97,-11,-18,1,108,104,-6,·,1.1
Cn1c(SCC(=O)Nc2ccc3nc(SCC(=O)N4CCCC4)sc3c2)nnc1-c1ccccc1,·,·,-44,10,·,·,-11,-4,·
Cc1ccc(Nc2nc(N)nc(CSc3nnnn3-c3ccccc3)n2)cc1,91,-2,7,-2,86,91,-7,-7,-0.92
N#CC1=C(S)N=C(N)C(c2nc(-c3ccccc3)cs2)C12CCCCC2 (stereo not drawn),·,·,-20,8,·,·,11,18,-0.82
Cn1c(=O)c2c(nc(Sc3n[nH]c(N)n3)n2Cc2ccccc2Cl)n(C)c1=O,109,5,-3,15,86,104,-9,-26,0.66
CC(C)(C)NC(=O)CC(CC(=O)O)c1ccccc1 (stereo not drawn),96,-9,-6,-6,94,93,-1,10,·
O=C(CCCN1C(=O)c2ccccc2C1=O)NCC1CCCO1 (stereo not drawn),86,-17,-1,21,87,97,7,-12,1.1
C=CCSC1=C(C#N)C(c2ccccc2Cl)CC(=O)N1 (stereo not drawn),93,-13,-40,-12,102,98,14,18,0.01
Cc1ccc(Cl)cc1NC(=O)CCC(=O)Nc1cc(Cl)ccc1C,77,12,0,0,76,90,5,-2,0.97
O=C(NCc1csc(-c2ccccc2)n1)c1ccco1,101,2,1,-7,99,101,-23,6,0.37
CN(C)CCNC(=O)CN1C(=O)COc2ccc(C(C)(C)C)cc21,104,5,9,3,92,101,9,-29,·
COCCn1c(N)c(C(=O)Nc2sc3c(c2C(=O)OC)CCCC3)c2nc3ccccc3nc21,81,-5,-16,-3,43,86,0,5,-0.91
COc1ccc(CNC(=O)Cn2cc([N+](=O)[O-])nc2C)cc1,·,·,-14,-3,·,·,30,-29,1.1
CCOc1ccccc1C(=O)N/N=C/c1cccc2cccnc12,·,·,-20,-15,·,·,33,11,-0.12
# New compounds follow
SMILES,HUVEC prolif 384,Smad3 FoxH1 inh,IL1B cytotox,F-actin modifier,H69AR inhibit,Lung fibro prol,VCAM1 TNFa inh,HUVEC tox TNFa,PTK2B oligo ant
Cc1noc(C)c1CSc1nnc(-c2ccncc2)n1-c1cccc(Cl)c1C,101,7,·,·,85,94,·,·,-1.3
O=C(CSc1n[nH]c(-c2ccccc2)n1)Nc1ccc(Br)cn1,73,2,24,9,78,96,-36,-5,-1.2
Cc1cc(=O)n2nc(N3CCCC(C(=O)NCCC4=CCCCC4)C3)sc2n1 (stereo not drawn),89,7,·,·,70,102,·,·,0.38
Cn1ncc(C#N)c1/N=C/N(Cc1ccccc1)Cc1ccccc1,106,-16,10,-6,100,89,-2,4,-0.62
N#CCCn1cc(/C=C(\C#N)c2nc3ccccc3s2)c(-c2ccc(F)cc2)n1,79,-3,15,-7,65,90,2,-4,-0.73
Cc1c(C(=O)O)oc2c1ccc1ccccc12,87,-3,4,22,88,98,2,-13,0.31
O=C(Nc1ccccc1)N1C(=O)C2(OCCO2)c2ccccc21,109,3,-3,-1,89,104,22,11,1
C=CCSc1ccsc1C(=O)O,·,·,-4,-18,·,·,-9,1,-0.28
O=C(Nc1nnc(C2CC2)s1)c1cccc(S(=O)(=O)N2CCc3ccccc32)c1,82,-12,4,-26,79,98,14,-26,-2.1
CCn1c(CNc2ccc(Cl)cc2)nnc1SCC(=O)OC1CCCCC1,82,-9,-31,23,90,92,-5,-20,0.43
CCOC(=O)c1ccc(NC(=O)CCOc2ccccc2)cc1,98,-1,-74,-14,108,105,13,-3,-0.11
Brc1ccc(CSc2nnc(-c3ccccn3)n2Cc2ccco2)cc1,52,3,11,1,21*,49*,-11,-15,-1.5
Cc1cc(NC(=O)CCC2CCCCC2)no1,108,-1,-8,-21,105,102,6,-23,1.9
Cc1cccc(NC(=O)Cc2coc3ccc4ccccc4c23)n1,87,5,-11,-8,98,90,5,-19,-0.91
CC(=O)C1=C(C)NC(=O)NC1c1ccccc1 (stereo not drawn),94,-11,-2,-17,100,105,-12,0,0.37
CCOc1ccc(N(CC(=O)NCc2ccco2)S(=O)(=O)c2ccc(OC)c(OC)c2)cc1,93,-10,-5,2,71,87,15,-18,0.04
O=Cc1c(N2CCCCCC2)nc2ccccn2c1=O,93,20,1,2,102,94,18,-3,0.06
C/C(=N\OC(=O)c1ccc(Cl)cc1)c1sc(-c2ccccc2)nc1C,·,·,9,19,·,·,14,8,1.4
C=CCNc1nc(SCC=C)nc2ccsc12,·,·,41,-6,·,·,-1,-7,0.09
COc1ccc(Cl)cc1CSc1n[nH]c(C)n1,101,0,-3,12,91,104,10,4,-0.09
c1ccc(-c2nn3c(-c4ccncc4)nnc3s2)nc1,95,6,·,·,67,97,·,·,·
NC(=O)C1CCN(CCC(=O)Nc2ccc(Br)cc2)CC1,84,-1,26,·,83,95,·,·,0.65
Cc1ccc(NC(=S)NC2CC3CCC(C2)N3Cc2ccco2)cc1C (stereo not drawn),·,·,2,4,·,·,0,5,1.3
CCOc1ccccc1NC(=O)C1CCCN(S(=O)(=O)c2cccc3cccnc23)C1 (stereo not drawn),102,-9,-5,0,69,99,13,-18,·
COC(=O)CCc1c(C)c(C(=O)c2ccco2)c2ccccn12,99,2[fluorescence artefact?],-8,-2,87,100,-8,29,1.1
# (more compounds)
SMILES,HUVEC prolif 384,Smad3 FoxH1 inh,IL1B cytotox,F-actin modifier,H69AR inhibit,Lung fibro prol,VCAM1 TNFa inh,HUVEC tox TNFa,PTK2B oligo ant
O=C(CN1C(=O)c2ccccc2S1(=O)=O)N1CCN(c2cccc(Cl)c2)CC1,·,·,-23,-5,·,·,8,-12,-0.27
CC(C)CC(=O)Nc1nc2ccc(S(=O)(=O)N3CCOCC3)cc2s1,67,-33,17,·,27*,80,4,15,-0.13
Cc1ccccc1OCc1nc2ccccc2c(=O)n1N,104,5,10,-3,87,93,-2,7,0.79
O=C(CNS(=O)(=O)c1ccccc1)OCC(=O)c1ccc(OC(=O)c2ccccc2)cc1,·,·,0,15,·,·,12,-24,0.57
CCOC(=O)N1CCN(C(=O)C(NS(=O)(=O)c2cccc3nsnc23)c2ccccc2)CC1 (stereo not drawn),86,15,1,-4,85,95,-9,12,-0.15
CCCn1c(=O)c2ccccc2n2c(SCC(=O)/C(C#N)=C(\C)N)nnc12,84,0,-5,-5,80,93,22,-14,0.4

# Source: PubChem (several laboratories)

# A portion of the library, so the mix of outcomes need not match the whole.
